CD40 NFkB inh – CD40 pathway inhibition in BL2 cells; inhibition, % at 10 µM; 83,000 compounds, 0.94% hits; BL2 NF-kB luciferase reporter, CD40L-induced, 4 h;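 active means mean inhibition of at least 50% with a set share of replicates also reaching that level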;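 further: 0% = neutral control wells and 100% = IKK inhibitor VII at 50 µM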
Active calls of the source: *; & = joins results of further samples; [ ] = remark or other dose. Only part of the results is shown; count on the stated rates, not on these rows.

SMILES	CD40 NFkB inh
Oc1c(N=NC(=S)Nc2ccccc2F)c2ccccc2n1Cc1ccccc1	8
Cc1n[nH]c(C)c1CCCCOc1ccc([N+](=O)[O-])cc1	3
CC1(C)CC(n2c(NCCO)nc3c(c2=O)C2(CCCC2)Cc2ccccc2-3)CCO1 (stereo unspecified)	9
Cc1ccc(-c2ccc(C3[C@@H]4CN(C(=O)Nc5ccc(C(F)(F)F)cc5)C[C@H]3N4)cc2)cc1 (stereo partly specified)	25&37[25 µM]
CNS(=O)(=O)c1cc(O)c2c(S(=O)(=O)NC)cccc2c1	3
O=C(CN1CCN(C(=O)CNC(=O)c2ccc(-c3ccccc3)cc2)CC1)Nc1ccccc1Cl	25
CC(C)NS(=O)(=O)c1cccc2nsnc12	4
CCOc1ccc(NC(=O)c2cccc(S(=O)(=O)Nc3c(C)n(C)n(-c4ccccc4)c3=O)c2)cc1	-9
O=C(C1CC1)N1C[C@H]2[C@@H](c3ccccc31)[C@@H](CO)N2C(=O)Nc1cccc(F)c1	0
COc1ccc2c3c([nH]c2c1)C1(NCC3)C(=O)Nc2ccccc21 (stereo unspecified)	-98
CCCCn1c(NC(=O)c2ccc(Br)o2)c(S(=O)(=O)c2ccccc2)c2nc3ccccc3nc21	66*
CCS(=O)(=O)N1CC(=O)N2[C@H](CO)[C@@H](c3ccc(-c4ccccc4F)cc3)[C@H]2C1	23
Cc1nn(Cc2ccccc2)c(C)c1CNC(=O)c1ccc(F)c(S(=O)(=O)N2CCOCC2)c1	6
Cc1cc(=O)oc2cc(OCC(=O)OCC(=O)N3CCC(C)CC3)ccc12	3
CSCCC(NC(=O)c1ccccc1C)C(=O)O (stereo unspecified)	4
CCS(=O)(=O)Nc1ccc2c(c1)C(=O)N(C)[C@@H]1CC[C@H](CC(=O)NCc3ccccc3F)O[C@H]1CO2	-23[25 µM]
Cc1ccccc1CSCC1Nc2ccc(C(=O)NCCc3ccccc3)cc2NC1=O (stereo unspecified)	-8
O=C(Nc1ccc2c(c1)[C@@H]1C[C@@H](CC(=O)N3CCOCC3)O[C@H](CO)[C@@H]1O2)NC1CCCCC1	1
O=C(NCCN1CCOCC1)c1ccc(Cl)c(S(=O)(=O)N2CCOCC2)c1	7
Cc1[nH]c2ccccc2c1C(c1ccncc1)N1CCC(C)CC1 (stereo unspecified)	16

Arranged by SMILES length (lowest first): some entries from above.
SMILES	CD40 NFkB inh
Cc1[nH]c2ccccc2c1C(c1ccncc1)N1CCC(C)CC1 (stereo unspecified)	16
CNS(=O)(=O)c1cc(O)c2c(S(=O)(=O)NC)cccc2c1	3
Oc1c(N=NC(=S)Nc2ccccc2F)c2ccccc2n1Cc1ccccc1	8
CCOc1ccc(NC(=O)c2cccc(S(=O)(=O)Nc3c(C)n(C)n(-c4ccccc4)c3=O)c2)cc1	-9

Reformatted in markdown: entries from further up
| structure | CD40 NFkB inh |
| --- | --- |
| CCS(=O)(=O)Nc1ccc2c(c1)C(=O)N(C)[C@@H]1CC[C@H](CC(=O)NCc3ccccc3F)O[C@H]1CO2 | -23[25 µM] |
| Cc1ccccc1CSCC1Nc2ccc(C(=O)NCCc3ccccc3)cc2NC1=O (stereo unspecified) | -8 |
| O=C(Nc1ccc2c(c1)[C@@H]1C[C@@H](CC(=O)N3CCOCC3)O[C@H](CO)[C@@H]1O2)NC1CCCCC1 | 1 |
| O=C(NCCN1CCOCC1)c1ccc(Cl)c(S(=O)(=O)N2CCOCC2)c1 | 7 |
| Cc1[nH]c2ccccc2c1C(c1ccncc1)N1CCC(C)CC1 (stereo unspecified) | 16 |

New compounds follow
SMILES	CD40 NFkB inh
O=C(O)C[C@@H]1CC[C@@H]2[C@H](COC[C@@H](O)CN2S(=O)(=O)c2ccc(Oc3ccccc3)cc2)O1	1[25 µM]
Cc1onc(-c2ccccc2)c1C(=O)OCC(=O)c1ccc[nH]1	-6
CC(=O)c1ccc(C#CC(C)(C)O)s1	1
O=C(COc1ccc(Nc2ccccc2)cc1)OCC(=O)N1CCCCC1	-36
O=C(CCc1ccccc1)NCCc1cccs1	-60
CC(=O)Nc1ccc2c(c1)C(=O)N(C)C[C@H](C)[C@@H](CN(C)C)O2	34
CC(=O)c1ccc(NC(=O)CC2Nc3cccc4cccc(c34)NC2=O)cc1 (stereo unspecified)	-11
Cc1cccc(-c2ccccc2[C@H]2[C@@H](C#N)N(c3ncc(-c4ccccc4)s3)[C@@H]2CO)c1	-16[25 µM]
O=C(NCc1ccco1)c1nc2nc(-c3cccs3)cc(C(F)(F)F)n2n1	-12
C[C@@H]1CN([C@@H](C)CO)C(=O)c2cc(NS(=O)(=O)c3ccc(Cl)cc3)ccc2O[C@@H](C)CCCCO[C@@H]1CN(C)S(=O)(=O)c1ccccc1	10
COc1ccccc1C(=O)N1C[C@H]2[C@@H](c3ccccc31)[C@@H](CO)N2C(=O)C1CCCC1	-2
Cc1ccccc1S(=O)(=O)N1[C@H](C#N)[C@H](c2ccc(-c3ccccc3)cc2)[C@@H]1CO	-40
CCCNC(=O)N1[C@H](C#N)[C@@H](c2ccccc2-c2ccccc2F)[C@H]1CO	15[25 µM]
CSc1cccc(NC(=O)COC(=O)c2ccccn2)c1	13
O=C(Nc1ccccc1)N(c1ccccc1)C1C=CS(=O)(=O)C1 (stereo unspecified)	0
CC(C)(C)c1ccc(CC(=O)N2CCC2(C)C(=O)NS(=O)(=O)c2cccc(C#N)c2)cc1 (stereo unspecified)	-4
CCOc1ccc(NS(=O)(=O)c2ccc(C(=O)NCC(C)(C)N3CCOCC3)cc2)cc1	4
Nn1c(SC/C=C/c2ccccc2)nnc1-c1ccco1	1
COCC(C)NS(=O)(=O)c1ccc(OC)cc1 (stereo unspecified)	11
CCCCN(C(=O)c1[nH]c(C)c(C(C)=O)c1C)c1c(N)n(CCCC)c(=O)[nH]c1=O	-1

Fetched by compound from the list above:
SMILES	CD40 NFkB inh
CC(=O)Nc1ccc2c(c1)C(=O)N(C)C[C@H](C)[C@@H](CN(C)C)O2	34
Cc1onc(-c2ccccc2)c1C(=O)OCC(=O)c1ccc[nH]1	-6
O=C(O)C[C@@H]1CC[C@@H]2[C@H](COC[C@@H](O)CN2S(=O)(=O)c2ccc(Oc3ccccc3)cc2)O1	1[25 µM]
CCOc1ccc(NS(=O)(=O)c2ccc(C(=O)NCC(C)(C)N3CCOCC3)cc2)cc1	4

More results
SMILES	CD40 NFkB inh
COCCCNS(=O)(=O)c1ccc2[nH]c3c(c2c1)CCCCC3	4
Cc1onc(-c2ccccc2)c1C(=O)Nc1nnc(-c2ccncc2)s1	2
Cc1cc(C(=O)OCC(=O)NC(C)c2ccccc2)c(C)o1 (stereo unspecified)	-1
C[C@@H]1CN([C@@H](C)CO)C(=O)c2c(c3ccccc3n2C)-c2ccccc2CO[C@H]1CN(C)C(=O)C1CC1	-1
COc1ccccc1N1CCN(CCN2C(=O)CC3(CCCC3)CC2=O)CC1	8[25 µM]
O=C(N1CCCCCC1)N1CCN(S(=O)(=O)N2CCOCC2)CC1	7
COc1ccc(CCNC(=O)c2ccc3c(c2)OCCO3)cc1	-55
COCCCNC(=O)COc1ccc(Br)cc1Cl	-44
COc1ccc(NC(=O)Nc2ccc3c(c2)C(=O)N([C@H](C)CO)C[C@H](C)[C@H](CN(C)C(=O)Nc2ccc(F)cc2)OCCCC[C@H](C)O3)cc1	1
CC1(C)C(=O)OC(/C=C\c2ccccc2)C(C)(C)C1=O (stereo unspecified)	-1
CSc1ccccc1C(=O)NCCCOC(C)C	1
NC(=O)COC(=O)CCSc1ccc(Cl)cc1	-18
O=C(O)CCNC(=O)C12CC3CC(CC(C3)C1)C2	10
C=CCSC1=Nc2cc(OC)c(OC)cc2C2=NC(=O)CN12	-8
O=C(O)c1csc(N/N=C/c2ccc(Br)cc2)n1	7
COc1cc(COc2ccc3c(C)c(Cc4ccccc4)c(=O)oc3c2)cc(OC)c1OC	-5
CCC(=O)N1[C@H](CO)[C@H](c2ccc(-c3ccccc3OC)cc2)[C@@H]1CNC(C)=O	-9[25 µM]
COc1ccccc1N1CCN(c2ccc(S(=O)(=O)N3CCN(C)CC3)cn2)CC1	3
Cc1cccc(OCC(=O)N(C)CC(=O)Nc2cccc(F)c2)c1C	-5
CCOCCCNCc1ccc(Cl)cc1	7

Some of the entries above, set out differently.
COc1ccccc1C(=O)N1C[C@H]2[C@@H](c3ccccc31)[C@@H](CO)N2C(=O)C1CCCC1
- CD40 NFkB inh = -2
COCCCNS(=O)(=O)c1ccc2[nH]c3c(c2c1)CCCCC3
- CD40 NFkB inh = 4
Cc1ccccc1CSCC1Nc2ccc(C(=O)NCCc3ccccc3)cc2NC1=O (stereo unspecified)
- CD40 NFkB inh = -8
O=C(O)C[C@@H]1CC[C@@H]2[C@H](COC[C@@H](O)CN2S(=O)(=O)c2ccc(Oc3ccccc3)cc2)O1
- CD40 NFkB inh = 1[25 µM]

Additional compounds follow.
SMILES	CD40 NFkB inh
O=C(NCc1ccc2c(c1)OCO2)c1cnc2n(c1=O)CCS2	14
CCCc1ccc(-c2ccc(-c3noc(-c4ccncc4)n3)cc2)nc1	7
CCOC(=O)C1CCN(c2cc(=O)n(-c3ccccc3Cl)c(=O)[nH]2)CC1	8
COC(=O)c1ccc2c(=O)n(CCCCCC(=O)NC3CCCCC3)c(=O)[nH]c2c1	-1
CCOc1ccc(C(=O)NNC(=O)C2CC(=O)N(c3ccc(C)cc3)C2)cc1 (stereo unspecified)	-4
O=C(Cn1cc(COc2ccc(Cl)c(Cl)c2)nn1)NS(=O)(=O)c1ccccc1OC(F)(F)F	3
COc1ccc(C(=O)N2C=Cc3ccccc3C2C#N)cc1 (stereo unspecified)	-4
CCN(C(=O)COC(=O)c1cc(S(=O)(=O)N2CCOCC2)ccc1F)C1CCS(=O)(=O)C1 (stereo unspecified)	-2
CN(C)C(=O)c1cccc(-c2ccc3c(c2)[C@H]2[C@H](CCN2C(=O)Cc2ccccc2)[C@H](CO)N3)c1	-9[25 µM]
COc1ccc(-c2nn(-c3ccccc3)cc2C(=O)N2CCN(S(=O)(=O)c3cccc(F)c3)CC2)cc1	-1
Cc1ccc(NC(=O)CNc2ccccc2N2CCCC2=O)cc1S(=O)(=O)N1CCOCC1	-25
CCOc1ccc(S(=O)(=O)N2CCCCC2)cc1NC(=O)CCNC(=O)c1ccco1	3
CCNC(=S)Nc1ccc(OC(F)(F)F)cc1	-3
O=C(CSC1=NS(=O)(=O)c2cc(Cl)ccc2N1)Nc1ccccc1C(F)(F)F	-1
CN(CC(=O)Nc1cccc(F)c1)C(=O)COc1ccc2c(c1)CCC2	5
COc1ccc(N(C)S(=O)(=O)c2cccc(C(=O)NCC3CCCO3)c2)cc1 (stereo unspecified)	0
COc1ccc(-c2csc(C(C)(O)c3cccc(OC)c3)n2)cc1 (stereo unspecified)	0
O=C(/C=C/c1ccco1)Nc1ccc2nc3n(c(=O)c2c1)CCCC3	-19
COc1ccccc1C1=NOC(Cn2c(=O)c3c(ncn3C)n(C)c2=O)C1 (stereo unspecified)	-11
O=C(c1ccc(F)cc1)N1CC[C@@H]2[C@H]1c1cc(C3=CCCCC3)ccc1N[C@@H]2CO	-15[25 µM]
CCc1cccc(-n2c(SCC(=O)c3c(N)n(C4CC4)c(=O)[nH]c3=O)nnc2N2CCOCC2)c1	6
O=C(CN1CCN(S(=O)(=O)c2ccc(Cl)s2)CC1)N1CCOCC1	6
CNC(=S)N(Cc1cc2cc(OC)c(OC)cc2[nH]c1=O)C1CCCC1	4
CCN1C(=O)C(CC(=O)Nc2ccc(F)cc2)N(Cc2ccc3c(c2)OCO3)C1=S (stereo unspecified)	-8
[O-]/C(=C(\C(=S)NCCN1CCOCC1)[n+]1ccccc1)c1ccc(Cl)s1	11
CCN1C(=O)CSc2ccc(C(=O)NCc3ccco3)cc21	7
CN1CCN(c2ccc(S(=O)(=O)N3CCCCC3)cc2NC(=O)COc2ccc(F)cc2)CC1	-4
CCN1CCN(c2ccc(S(=O)(=O)N3CCOCC3)cc2NC(=O)c2ccc(C)cc2C)CC1	-2
COC(=O)c1ccccc1N=NNc1ccc([N+](=O)[O-])cc1	-18
COCc1cn(CC[C@@H]2CC[C@H](NC(=O)CCN3CCCCC3)[C@@H](CO)O2)nn1	1
COc1cc2c(cc1OC)C(=O)Cc1ccc3c(c1CN(C)CC2)OCO3	3
O=C(NCc1ccccc1CN1CCCC1)C1CCN(C(=O)c2ccc(F)cc2)CC1	8
CCCCN1c2ccccc2N(CCCO)c2cc(C)nnc21	-22
Cn1cc(CN2CCC[C@H]2CO)c(-c2cccc(Cl)c2)n1	14
CCOc1ccc(NC(=O)CN(C)C(=O)c2cc(S(=O)(=O)N3CCCCC3)ccc2C)cc1OCC	11
COC(=O)c1c(NS(=O)(=O)c2cccs2)sc2c1CCCC2	12
